SUMO Mot1 rescue – inhibitors of SUMOylation pathway: yeast Mot1-301 growth rescue; S. cerevisiae Mot1-301 growth rescue, ATP luminescence, 38.5C; percent above DMSO median, 100 means doubled; growth rescue, % at 18.8 µM; 320,000 compounds, 1% hits; AID 2716;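 active = every valid replicate shows activation above 250% relative to neutral control wells; inactive = the rest, any valid replicate at or below 250%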;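 also: OY570 slx delta 5 strain wells were the positive control but not used for scaling; some compounds called inactive have numbers as strong as hits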
AddAB inh – less growth of phage-infected E. coli with AddAB; E. coli expressing H. pylori AddAB, absorbance growth; inhibition, % at 11.9 µM; 330,000 compounds, 0.29% hits; in the data active = inhibition above about 12%;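 also: 0% = vehicle wells of infected cells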
phage Ecoli inh – E. coli growth loss with phage present; growth absorbance; inhibition, % at 11.9 µM; 360,000 compounds, 0.26% hits; AID 651602; in the data active = inhibition above about 11%
PKA-R1A act – activates the PKA-R1A holoenzyme complex; 340,000 compounds, 0.083% hits; AID 504707; P00514+P68181; PKA-R1A dissociation, Cy5-IP20 fluorescence polarization; scaled: DMSO 0%, 113 µM cGMP 100%; activation, % at 11.4 µM;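 active = percent activation above the mean of all tested compounds plus 3 SD, cut at about 19% in these data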;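 also: higher means more PKAc released from R1A so a rise in polarization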
Arrestin-AP2 inh – blocks beta-arrestin peptide binding to AP2 adaptin | FITC-arrestin peptide / GST-AP2 beads, flow cytometry; AP2 beta2 appendage carries R879A mutation | inhibition, % at 10 µM | 340,000 compounds, 0.31% hits;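 active = inhibition above a set limit, near 3 SD of compounds lacking own fluorescence, cut at about 54% in these data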;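 also: plate controls were DMSO wells for no effect and 5 µM unlabelled arrestin peptide for full effect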
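System: GST-tagged AP2 beta2-adaptin appendage (R879A) on 4 µm glutathione beads / Reagent: FITC-arrestin peptide, 50 nM / Detection: HyperCyt-sampled flow cytometry, FL1 channel, ex 488/em 535 nm / Timing: 12 min plus 1 h, RT / Buffer or medium: PBS plus Tween 20 (0.05%) and BSA (0.1%)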
DSG3 Ab inh – inhibitors of pemphigus antibody binding to human desmoglein-3; DSG3-coupled beads, scFv-anti-DSG3-GFP binding, flow cytometry; active compounds read low; AID 588358; P32926; 310,000 compounds, 0.48% hits; binding (percent of control), % at 10 µM;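 active = binding more than 3 SD below its plate's average and above zero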;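 also: hits lower antibody fragment binding to DSG3; some compounds called inactive have numbers as strong as hits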
Target sequence (P32926 whole entry, looked up, the tested form may be a part): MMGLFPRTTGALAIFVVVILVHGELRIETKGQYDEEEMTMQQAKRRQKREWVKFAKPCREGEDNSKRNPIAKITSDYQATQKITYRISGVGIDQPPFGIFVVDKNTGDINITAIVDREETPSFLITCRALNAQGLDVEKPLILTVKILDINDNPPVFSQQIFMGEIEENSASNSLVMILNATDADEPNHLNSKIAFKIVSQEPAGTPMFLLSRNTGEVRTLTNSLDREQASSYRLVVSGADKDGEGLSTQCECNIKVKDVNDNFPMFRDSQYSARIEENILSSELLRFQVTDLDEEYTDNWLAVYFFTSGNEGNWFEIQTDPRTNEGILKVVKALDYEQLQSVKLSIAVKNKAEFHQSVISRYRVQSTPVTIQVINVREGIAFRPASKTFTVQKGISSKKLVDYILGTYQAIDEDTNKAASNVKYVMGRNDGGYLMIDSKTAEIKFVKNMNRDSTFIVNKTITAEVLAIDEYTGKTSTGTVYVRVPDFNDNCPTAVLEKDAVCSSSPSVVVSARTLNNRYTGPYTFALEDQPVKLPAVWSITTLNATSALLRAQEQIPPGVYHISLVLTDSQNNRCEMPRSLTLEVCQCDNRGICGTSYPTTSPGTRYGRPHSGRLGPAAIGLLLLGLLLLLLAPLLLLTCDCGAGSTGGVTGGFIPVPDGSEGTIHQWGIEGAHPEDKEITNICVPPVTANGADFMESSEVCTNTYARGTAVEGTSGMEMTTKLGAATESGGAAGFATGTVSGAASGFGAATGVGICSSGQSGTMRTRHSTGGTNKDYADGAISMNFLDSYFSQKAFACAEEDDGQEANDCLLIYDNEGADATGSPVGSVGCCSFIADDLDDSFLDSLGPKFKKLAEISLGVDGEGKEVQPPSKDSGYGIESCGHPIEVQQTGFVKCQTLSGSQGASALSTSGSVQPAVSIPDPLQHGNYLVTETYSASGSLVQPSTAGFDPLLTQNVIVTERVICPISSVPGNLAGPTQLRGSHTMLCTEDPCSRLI
Tat transport – inhibitors of E. coli Tat protein transport | E. coli MC4100 TorA-mCherry Tat export, fluorescence | inhibition, % at 10 µM | 340,000 compounds, 0.036% hits | AID 488895;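 active = mean replicate inhibition at least 50% and at least half of replicates individually reaching 50%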;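 also: exported cargo escapes ClpAP degradation while cytoplasmic cargo is degraded and loses fluorescence; 0% = median of neutral control wells and 100% = median of NaSCN control wells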
MOR-DOR ag – OPRM1-OPRD1 heterodimerization agonism. P35372+P41143. cells, luminescence. activation, % at 9.3 µM. 340,000 compounds, 0.3% hits; in the data active = activation above about 18%;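 also: 0% = vehicle-treated cells and 100% = reference agonist; values of inactives mirror those of a sister screen read the other way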
MOR-DOR inv ag – mu-delta opioid heterodimer inverse agonism; 340,000 compounds, 0.21% hits; AID 504357; inhibition, % at 9.3 µM; cell-based MOR-DOR heterodimer luminescence; in the data active = inhibition above about 22%, passing the limit was not always enough;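 also: 0% = cells with DMSO and 100% = wells without cells with DMSO; values of inactives mirror those of a sister screen read the other way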
E coli growth – bacterial growth inhibition, counter-screen for AddAB inhibitors; E. coli V3065 growth, OD600 absorbance, 18 h; inhibition, % at 11.9 µM; 330,000 compounds, 0.27% hits;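 active = inhibition above the campaign's mean inhibition across all tested compounds plus 3 SD, cut at about 9.9% in these data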;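 also: uninfected addAB+ strain grown without phage in ampicillin broth; 0% = DMSO wells and 100% = ciprofloxacin 0.95 µg/ml wells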
PfHsp90 set2 – growth inhibition of yeast expressing Plasmodium Hsp90 | S. cerevisiae expressing PfHsp90, BacTiter-Glo ATP, 48 h; yeast lacking PDR1 and PDR3 efflux regulators | inhibition, % at 9.4 µM | 310,000 compounds, 0.32% hits;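 active = every replicate shows inhibition above about 80%, whatever the replicate mean, limit read from the data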;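 also: 0% = DMSO neutral controls and 100% = 20 µM radicicol positive controls; yeast relying on Plasmodium falciparum Hsp90 in place of its own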
The depositor's hits bear a star; . = not tested or not shown.

Below each compound: SUMO Mot1 rescue	AddAB inh	phage Ecoli inh	PKA-R1A act	Arrestin-AP2 inh	DSG3 Ab inh	Tat transport	MOR-DOR ag	MOR-DOR inv ag	E coli growth	PfHsp90 set2
O=c1cc(CO)oc(C(Nc2cccc(C(F)(F)F)c2)c2ccccn2)c1O (centres undefined)
    128	5.0	0.5	4	0	.	5	-1.5	8	-1.6	14
CCCCNC(=O)c1ccc(NC(=O)C2CCCO2)cc1 (centres undefined)
    -1	0.4	3.4	0	26	100	2	-1.4	8	0.1	13
CC1=C(C(=O)c2ccccc2)C(c2ccc(O)cc2)NC(=S)N1 (centres undefined)
    26	-1.5	0.6	-3	1	95	3	-1.9	10	-1.3	4
C=CCN1N=C(c2ccc(Cl)s2)CSC1=O
    -34	1.6	0.3	-1	-6	119	19	8.2	-46	-2.7	.
COc1ccc(CC(=O)Nc2cccc(S(=O)(=O)N3CCCCCC3)c2)cc1OC
    -12	3.7	3.8	-6	4	99	-7	-0.8	4	-0.5	-8
CCN(CC(=O)Nc1cc(Cl)ccc1C)C(=O)c1ccc(N2CCCC2=O)cc1
    -6	2.2	.	10	-5	.	1	-2.3	9	-0.2	-5
CCOC(=O)[C@H]1[C@H]2COc3cc(OC)ccc3[C@@H]2N2C(=O)CN(Cc3ccccc3)C(=O)[C@@]12C
    85	1.9	2.5	-3	-3	107	-2	-2.8	17	-2.4	-6
COc1ccc(-c2cn3cccnc3n2)cc1Br
    -7	2.7	3.3	-1	-6	96	-3	1.5	-8	-3.1	23
COc1ccc(C(=O)NCC(=O)N/N=C/c2c(C)[nH]c3ccccc23)cc1OC
    -41	1.1	1.7	-5	-16	106	2	-3.6	19	-0.7	-5
COc1ccc(CCN=Cc2c(C)[nH]n(-c3ccc([N+](=O)[O-])cc3)c2=O)cc1OC
    .	3.5	3.3	4	-7	82	-4	-3.0	15	0.9	-17
Cc1ccc(CCS(=O)(=O)c2ccc(C(C)(C)C)cc2)cn1
    226	1.5	0.1	-2	33	106	-4	0.0	0	0.3	-4
CCCOc1ccc(CNC(=O)C2CCN(c3nn4c(=O)cc(C)nc4s3)CC2)cc1
    3	1.7	-1.5	-7	19	102	3	-4.1	21	-2.4	-8
Cc1c(Br)c([N+](=O)[O-])nn1C(C)C(=O)N1CCc2ccccc2C1 (centres undefined)
    -25	-0.8	3.4	4	4	116	-10	-2.2	9	1.1	21
O=C(COc1cc(=O)n2c(n1)SCCC2)c1ccccc1
    28	1.6	1.7	6	3	105	-3	-1.3	7	-1.2	-12
CCC(=O)N(Cc1cc(=O)[nH]c2ccccc12)c1ccc(OC)cc1
    -11	-0.8	-0.5	-2	-6	101	-6	-2.4	12	0.1	1

Single records, as listed above. Values in the order: SUMO Mot1 rescue, AddAB inh, phage Ecoli inh, PKA-R1A act, Arrestin-AP2 inh, DSG3 Ab inh, Tat transport, MOR-DOR ag, MOR-DOR inv ag, E coli growth, PfHsp90 set2
`Cc1ccc(CCS(=O)(=O)c2ccc(C(C)(C)C)cc2)cn1` is listed as 226, 1.5, 0.1, -2, 33, 106, -4, 0.0, 0, 0.3, -4
`CCOC(=O)[C@H]1[C@H]2COc3cc(OC)ccc3[C@@H]2N2C(=O)CN(Cc3ccccc3)C(=O)[C@@]12C` is listed as 85, 1.9, 2.5, -3, -3, 107, -2, -2.8, 17, -2.4, -6

Further structures:
Below each compound: SUMO Mot1 rescue	AddAB inh	phage Ecoli inh	PKA-R1A act	Arrestin-AP2 inh	DSG3 Ab inh	Tat transport	MOR-DOR ag	MOR-DOR inv ag	E coli growth	PfHsp90 set2
COc1ccc(Cc2nc3c([nH]2)c(=O)n(C)c(=O)n3C)cc1OC
    .	.	3.8	-7	1	93	-1	-3.5	18	.	-9
Cc1ccc(C)n1-c1ccc(C(=O)NC2CCN(Cc3ccccc3)CC2)cc1
    7	0.5	3.7	1	30	137	-4	-0.1	0	-0.3	7
CCn1c(CNC(=O)c2ccccc2)nnc1SCC(=O)N1CCN(c2ccccc2)CC1
    67	2.6	1.6	0	18	109	-1	-2.8	14	-0.5	-10
COc1cc2[nH]c(C(=O)Nc3ccc(F)cc3)cc2c(OC)c1OC
    -5	0.4	2.0	-18	13	91	-11	-4.1	21	-1.9	4
COC(=O)C1=C(N)Oc2cc(C)n(C)c(=O)c2C1c1ccc(Cl)cc1 (centres undefined)
    -16	2.3	5.1	7	10	104	0	-1.8	11	-3.1	13
CC(=O)NC(=S)NNC(=O)CCc1ccccc1
    .	-0.5	-3.5	-7	32	96	-8	-5.3	24	0.5	-8
Cn1c(=O)c(C(=O)CN2CCCc3ccccc32)c(N)n(Cc2ccccc2)c1=O
    -3	0.1	0.2	-2	4	97	19	-2.5	13	-1.0	10
Cc1ccc(CSCc2ccc(C(=O)O)o2)cc1
    -20	1.0	-0.7	11	-6	102	-1	-3.9	18	-1.2	-5
Cc1ccc(OCC(=O)Nc2ccccc2Sc2ccccc2)c([N+](=O)[O-])n1
    15	2.0	-0.2	0	4	101	3	3.4	-18	-2.8	7
COc1ccc(C(=O)Nc2cccc(OC(=O)c3ccco3)c2)cc1
    0	5.5	0.8	1	6	.	2	0.9	-7	1.3	6
CCC(c1nnnn1Cc1ccco1)N(Cc1cc2cc(OC)ccc2[nH]c1=O)C1CCCCC1 (centres undefined)
    0	1.3	0.7	-6	-2	108	2	-1.5	8	-0.6	-6
Cc1noc(C)c1S(=O)(=O)Nc1ccc(C(=O)NCCc2ccccc2)cc1
    -12	-1.9	1.3	-13	-1	106	22	-0.6	3	-0.6	21
O=[N+]([O-])c1cccc(C=Nc2cccc3ccccc23)c1O
    0	0.5	0.2	2	-3	99	-1	5.7	-28	-0.6	4
CCOC(=O)COc1ccc(S(=O)(=O)N2CCc3ccccc3C2)cc1
    -7	2.5	0.7	-9	7	.	1	-2.0	9	2.4	-39
Clc1cccc(CN2CCC3CC2c2cc(N4CCCCC4)ccc23)c1 (centres undefined)
    .	.	3.6	4	6	98	-3	-0.9	4	.	-2

Arranged by the number under MOR-DOR ag (ascending): some entries from above
SMILES,SUMO Mot1 rescue,AddAB inh,phage Ecoli inh,PKA-R1A act,Arrestin-AP2 inh,DSG3 Ab inh,Tat transport,MOR-DOR ag,MOR-DOR inv ag
COc1ccc(CCN=Cc2c(C)[nH]n(-c3ccc([N+](=O)[O-])cc3)c2=O)cc1OC,.,3.5,3.3,4,-7,82,-4,-3.0,15
CCOC(=O)COc1ccc(S(=O)(=O)N2CCc3ccccc3C2)cc1,-7,2.5,0.7,-9,7,.,1,-2.0,9
C=CCN1N=C(c2ccc(Cl)s2)CSC1=O,-34,1.6,0.3,-1,-6,119,19,8.2,-46

(more compounds)
Below each compound: SUMO Mot1 rescue	AddAB inh	phage Ecoli inh	PKA-R1A act	Arrestin-AP2 inh	DSG3 Ab inh	Tat transport	MOR-DOR ag	MOR-DOR inv ag	E coli growth	PfHsp90 set2
CCC1CCCCN1CCCNS(=O)(=O)c1ccc2c(c1)oc(=O)n2C (centres undefined)
    -8	5.3	1.4	-5	-9	131	-6	-0.1	1	3.7	8
CCCCn1c(=O)c2ccccc2c2ccccc2c1=O
    9	2.4	6.0	-1	5	108	16	6.9	-40	-1.9	-5
Cc1c2c([n+]3n1CCC3)CC(C)(C)CC2=O
    -1	3.4	0.0	-2	-6	101	7	-1.3	8	-0.7	-40
COc1ccc(C2OC(=O)CC2C(=O)NCc2ccccc2Cl)cc1OC (centres undefined)
    -12	1.4	1.6	-3	10	102	-1	-0.5	2	1.4	4
CC/C(=N\O)c1ccc(OC)c(OC)c1
    1	2.6	2.6	-9	-5	.	1	-1.3	6	0.5	11
Clc1ccc(-c2ccnc(Oc3cc(Cl)ccc3Cl)n2)cc1
    14	2.7	3.3	1	-2	98	-4	1.4	-8	-0.6	10
CC(=O)c1cc(CN2CCN(C(C)C)C(CCO)C2)cs1 (centres undefined)
    11	5.4	3.5	-3	-18	128	2	2.4	-12	-2.7	.
CCCCOC(=O)CSc1nc(N)c(C#N)c(-c2ccc(OC)cc2)c1C#N
    14	0.4	-0.3	1	-8	-28*	1	5.8	-33	0.7	3
O=C(CN1C(=O)NC2(CCCCCC2)C1=O)c1ccccc1
    -4	2.9	-1.1	12	8	99	13	-0.4	2	-2.3	-17
COc1ccc(NC(=O)CN2C(=O)NC(C)(c3ccc(C)cc3)C2=O)cn1 (centres undefined)
    0	-1.1	-0.3	-5	18	96	2	-2.4	10	0.3	.
CC1CCC(N2CCNCC2)CC1 (centres undefined)
    -12	5.9	2.5	1	7	104	-6	-0.6	3	1.4	5
CSc1ccc2nnc(-c3cccc(F)c3)n2n1
    .	-0.8	2.9	-2	6	103	-2	0.7	-4	-1.6	-7
C=CCn1c(CNC(=O)c2ccccc2F)nnc1SCC(=O)N1CCOCC1
    1	2.9	1.7	0	3	120	10	-2.5	14	-1.2	-3
Cc1cc(F)ccc1NC(=O)C(C)n1c2ccccc2c2nc(=O)cc(C)n21 (centres undefined)
    18	2.0	0.9	-1	4	100	0	1.7	-9	2.1	25
CCCCn1c(=O)c(CCC(=O)OCC(=O)Nc2cccc3ccccc23)nc2ccccc21
    3	0.2	2.3	-3	3	116	-3	-1.9	10	0.1	-6
CCN(Cc1ccccc1)S(=O)(=O)c1c(C)[nH]c(C)c1C(=O)N1CCCCC1
    10	4.2	-0.9	0	9	107	4	-3.9	20	-2.7	-34
Cc1ccccc1Cn1nc(C)c(NC(=O)c2noc3c2CCc2ccccc2-3)c1C
    29	0.0	-1.4	0	-6	102	16	2.4	-12	-0.7	5

Screens (PubChem BioAssay)
